AHR act: AHR activators, primary screen, cell-based, luminescence, luciferase reporter, human | Aryl hydrocarbon receptor (Homo sapiens), P35869 | AHR-responsive luciferase reporter cells | activation, % at 5 µM | 320,000 compounds, 2.5% hits; in the data active means activation above about 47%;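 further: 0% = vehicle wells and 100% = reference agonist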
EBNA-1 inhibitor: EBNA-1 DNA-binding inhibitors, primary screen, biochemical, fluorescence polarization; 300,000 compounds, 0.34% hits; inhibition, % at 14.8 µM; AID 1950, 2009; in the data active means inhibition above about 28%
proCasp3 act: activators of human procaspase-3 D3A mutant, primary screen, biochemical, absorbance, PC-3 D3A mutant, single concentration. Caspase-3 (Homo sapiens), P42574. recombinant procaspase-3 D3A, Ac-DEVD-pNA absorbance 405 nm. activation, % at 8.5 µM. 330,000 compounds, 0.11% hits;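 active means activation above the mean of all tested compounds plus 3 SD, cut at about 21% in these data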;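 further: 0% = DMSO alone and 100% = DMSO wells spiked with extra 5 µM PC-3 D3A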
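Test system: Procaspase-3 D3A mutant; medium: Zinc-free HEPES/NaCl buffer with 0.01% Triton X-100 at pH 7.4; reagent: DEVD-pNA substrate; doses: one concentration, 8.5 µM nominal, 0.8% DMSO; times: 1 h preincubation plus 2 h reaction at 25 °C; signal: Epi-absorbance at 405 nm of released p-nitroaniline, 0 and 120 min; replicates: singlicate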
proCasp7 act: procaspase-7 activators, primary screen, counter-screen for procaspase-3 activator project, biochemical, absorbance, HTS, human; Caspase-7 (Homo sapiens), P55210; recombinant procaspase-7, Ac-DEVD-pNA absorbance 405 nm; D23A/D198A/D206A triple mutant, cannot self-cleave; scale: DMSO 0, 5 µM enzyme 100; activation, % at 8.5 µM; 330,000 compounds, 0.093% hits;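 active means percent activation above the screen-wide mean plus 3 SD, cut at about 25% in these data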
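Assay system: Uncleavable procaspase-7 mutant enzyme | Input: 2 µM procaspase-7 mutant as dispensed | Timing: 1 h compound preincubation, 2 h substrate cleavage, 25 °C | Repeats: One well per compound | Control set: DMSO wells as 0%, DMSO with 5 µM added PC-7 as 100% | Technique: Epi-absorbance of released pNA at 405 nm, two timepoints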
ZTA counter: ZTA (EBV) inhibition in EBNA-1 counter-screen; AID 2234; ZTA-DNA binding, fluorescence polarization; inhibition, % at 11 µM; 320,000 compounds, 0.15% hits; in the data active means inhibition above about 33%
RPL19A-GFP yeast: RPL19A-GFP expression modulators in yeast, primary screen, cell-based, S. cerevisiae, multiplex flow cytometry, MLPCN; percent response vs DMSO, % at 10 µM; AID 2025, 2009; 330,000 compounds, 0.3% hits; S. cerevisiae RPL19A-GFP strain, 3 h; active compounds read low;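 active means percent response vs DMSO below 50%; inconclusive means fewer than 70 events counted for the yeast strain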;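 further: median channel GFP fluorescence of the barcoded RPL19A-GFP strain; ratio of sample median GFP to plate DMSO average so 100% = DMSO; lower means less RPL19A-GFP as with rapamycin TOR inhibition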
LAP4 TOR yeast: modulators of LAP4-GFP expression in yeast, primary screen, S. cerevisiae, multiplex flow cytometry, MLPCN library. 3 h; median GFP as percent of DMSO wells. GFP response vs DMSO, % at 10 µM. 320,000 compounds, 0.34% hits;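 active means GFP response vs DMSO above a set limit, about the screen mean plus 3 SD, cut at about 150% in these data; inconclusive means under 70 cell events counted for the yeast strain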
MEP2-GFP yeast: modulators of MEP2-GFP levels in yeast, primary screen, S. cerevisiae, multiplex flow cytometry, MLPCN library; S. cerevisiae MEP2-GFP strain, 3 h; 100% = DMSO control level; GFP response vs DMSO, % at 10 µM; 330,000 compounds, 0.51% hits;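 active means GFP response versus DMSO above a set limit, roughly screen mean plus 3 SD, cut at about 180% in these data; inconclusive means fewer than 70 cells counted for a yeast strain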;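 further: median GFP fluorescence of the barcode-gated MEP2-GFP cells per well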
Numbers without * were called inactive; ? = inconclusive; · = no result given; [ ] = dose if it differs, or a comment.

mol	ZTA counter	proCasp3 act	proCasp7 act	RPL19A-GFP yeast	AHR act	LAP4 TOR yeast	MEP2-GFP yeast	EBNA-1 inhibitor
NC(=O)c1ccccc1NS(=O)(=O)c1ccc(F)cc1	12	-5	4	97	1	91	74	0
CCO[C@@H]1OC(C(=O)NC2CC2)=C[C@H](c2csc3ccccc23)[C@H]1CCCO	2	10	5	·	3	·	·	6
CC(=O)c1ccc(NC(=O)/C(=C\c2ccccc2)NC(=O)c2ccco2)cc1	5	5	10	96	0	101	98	-1
CN(C(=O)CSc1nnnn1-c1ccc(Cl)cc1)C1CCS(=O)(=O)C1 (stereo unspecified)	·	1	6	101	-1	102	98	·
N#CCCn1cc(C(CC(=O)c2ccccc2)C(=O)O)c2ccccc21 (stereo unspecified)	-3	1	-10	103	2	95	101	-9
CCC(C)NC(=O)C1CC(c2ccc(OC)cc2)=NO1 (stereo unspecified)	-2	0	5	97	4	94	100	-4
Cc1nn2c(-c3ccc(S(=O)(=O)N4CCN(C)CC4)o3)nnc2c2ccccc12	-8	1	0	99	17	85	89	-9
CCn1c(=O)c(C(=O)CN2CCN(S(=O)(=O)c3ccccc3)CC2)c(N)n(Cc2ccccc2)c1=O	-5	-2	11	102	-1	101	101	3
C=CCNc1oc(-c2ccco2)nc1S(=O)(=O)c1ccccc1	-5	-6	0	100	-2	102	97	7
CCC(=O)/C=C1\Sc2ccc(OC)cc2N1CCO	-2	-2	-16	100	0	91	100	9
CC(C)C1C(c2ccccc2)N(C)C(c2ccccc2)CC1(O)c1ccccc1 (stereo unspecified)	-7	1	12	104	-5	100	99	2
Cc1[nH]c2c(C)cccc2c1CCNC(=O)c1ccc2c(c1[N+](=O)[O-])C(=O)c1ccccc1C2=O	-7	5	9	100	4	100	98	11

Looked up by compound from above:
mol	ZTA counter	proCasp3 act	proCasp7 act	RPL19A-GFP yeast	AHR act	LAP4 TOR yeast	MEP2-GFP yeast	EBNA-1 inhibitor
CC(C)C1C(c2ccccc2)N(C)C(c2ccccc2)CC1(O)c1ccccc1 (stereo unspecified)	-7	1	12	104	-5	100	99	2
CCn1c(=O)c(C(=O)CN2CCN(S(=O)(=O)c3ccccc3)CC2)c(N)n(Cc2ccccc2)c1=O	-5	-2	11	102	-1	101	101	3
N#CCCn1cc(C(CC(=O)c2ccccc2)C(=O)O)c2ccccc21 (stereo unspecified)	-3	1	-10	103	2	95	101	-9

Next part
mol	ZTA counter	proCasp3 act	proCasp7 act	RPL19A-GFP yeast	AHR act	LAP4 TOR yeast	MEP2-GFP yeast	EBNA-1 inhibitor
CCOC(=O)Cc1csc(NC(=O)c2sc3nc4c(C)cc(C)cc4cc3c2N)n1	1	-17	-32	102	13	106	117	10
O=C(N/N=C/c1cccc([N+](=O)[O-])c1)c1nc2ccccc2c(=O)[nH]1	-2	-1	7	100	4	112	100	5
CCc1ccc(S(=O)(=O)NCc2cn3cccc(C)c3n2)s1	-8	7	13	99	5	104	110	7
Cc1cc(NC(=O)CSCC(=O)N(C)Cc2ccc(F)cc2)no1	-10	6	6	106	-1	73	101	14
CC(C)Oc1ccc(CCNC(=O)C2CCC(=O)N(Cc3cccc(F)c3)C2)cc1 (stereo unspecified)	6	-9	1	95	7	99	106	4
O=C(CCCN1C(=O)/C(=C/c2ccccc2)SC1=S)NCCCn1ccnc1	13	-7	-23	105	-3	101	108	3
Cc1ccc(/C(N)=N/OC(=O)c2cccs2)cc1	16	5	-5	106	-6	109	108	7
O=C(CN1CCSC1=NCc1ccccc1)c1ccccc1	6	-5	1	106	2	99	96	13
O=C(c1ccccc1NS(=O)(=O)c1ccc(F)cc1F)N1CCCCC1	·	9	12	99	0	93	102	·
O=C(c1ccc(-c2cc3ccccc3oc2=O)cc1)N1CCN(c2ccc(Cl)cc2[N+](=O)[O-])CC1	16	3	-1	99	-3	89	104	-1
CCC(=O)N1CCc2cc(S(=O)(=O)CCC(=O)Nc3cccc(C)n3)ccc21	6	7	-4	105	-3	95	111	1
CC(=O)Nc1ccc2oc(-c3ccccc3)nc2c1	-6	8	5	101	-7	115	101	3
OC(Cc1cccnc1)(Cc1cccnc1)c1cc2ccccc2[nH]1	-11	10	1	100	39	101	106	1
COC(=O)C1=C(C)N(Cc2ccccc2)C(=NCc2cc(OC)c(OC)c(OC)c2)N[C@H]1c1ccccc1	-10	2	1	106	1	106	97	-1
CSc1nc2ccc(NC(=O)c3ccco3)cc2s1	-12	-1	3	106	23	115	100	-7
Cc1cc(NC(=O)c2coc(=O)c(Br)c2)ccc1C(C)C	7	4	7	94	3	102	88	2
O=C(c1ccc2nc(Cc3ccccc3F)oc2c1)N1CCCC1	-13	-1	5	98	9	105	97	0
Cc1onc(-c2ccccc2)c1C(=O)Nc1nc(-c2cc(F)ccc2F)cs1	-2	0	6	99	5	98	104	13
Cc1cccc(OCc2nc(C#N)c(NCc3ccc4c(c3)OCO4)o2)c1	17	0	3	100	8	99	100	2
Oc1ccc(Cl)cc1C=Nc1ccccc1Br	8	-3	8	103	-3	113	96	-7
COc1ccc(S(=O)(=O)N2CCC(C(=O)NCCc3ccc4c(c3)OCO4)CC2)cc1	-4	5	-4	96	2	98	92	-4
COC(=O)c1cn(CC(=O)N2CCCCCC2)c2ccccc12	5	-1	2	99	4	107	92	8
O=[N+]([O-])c1cc2c(cc1/C=N/n1cnnc1)OCO2	-6	-7	3	96[may fluoresce violet]	2	?	103[may fluoresce violet]	5
CCOc1ccc(C(=O)NC(=S)Nc2ccccc2N2CCC(C)CC2)cc1[N+](=O)[O-]	-9	-3	8	103	5	106	109	-6
C(=N\N1CCN(C2c3ccccc3-c3ccccc32)CC1)/c1cccnc1	2	-1	-2	89	7	96	97	-1
C=CCn1c(COc2ccc3c(c2)CCCC3)nnc1SCC(=O)Nc1cccc(SC)c1	4	-2	-1	96	3	108	106	12
COc1cc(NC(C)CCCN)c2ncccc2c1 (stereo unspecified)	6	6	-5	104	15	123	120	3
CN(C(=O)COC(=O)c1ccc(NS(=O)(=O)c2cccs2)cc1)C1CCCCC1	-23	6	3	106	0	113	109	-12
C=CCn1c(COc2ccccc2)nnc1SC(C)C(=O)N/N=C/c1cc(Cl)ccc1O (stereo unspecified)	12	-64	-68	98	7	97	100	8
COc1ccc(C(=O)NCC(=O)OCC(=O)c2cc(OC)c(OC)c(OC)c2)cc1OC	-9	-4	-2	110	-1	107	105	-12
O=C(O)CCC(=O)Nc1ccc(-c2csc(Nc3cccc4ccccc34)n2)cc1	15	0	13	96	17	100	96	·
COc1cccc(NC(=O)Nc2nnc(N3CCCCC3C)s2)c1 (stereo unspecified)	-8	3	8	98	62*	95	107	-3
OCC[C@@H]1C[C@H](O)[C@@H](O)[C@]2(CCCc3ccccc3O2)O1	-9	2	17	95	-1	97	102	5
COc1ccc(N(C(=O)c2ccco2)C(C(=O)NC2CCCC2)c2ccncc2)cc1OC (stereo unspecified)	13	2	-7	102	3	94	106	0
COc1ccc(C2C(C#N)=C(N)OC3=C2C(=O)CCC3)cc1OC (stereo unspecified)	4	2	8	100	0	114	101	-6
CC(C)(C)n1cnc2cc(NC(=O)c3ccco3)ccc21	-14	-2	0	106	11	89	101	-22
NS(=O)(=O)c1ccc(NC(=S)NCc2ccc3c(c2)OCO3)cc1	11	-1	-11	95	-1	102	103	2
O=C(O)CC(NC(=O)OCc1ccccc1)c1ccc(Br)cc1 (stereo unspecified)	-14	5	-1	94	-2	96	98	4
COc1ccc(C(=O)Nc2ccc(NC(=O)C3CCCCC3)nc2)cc1	-12	3	2	105	-3	94	95	-1
CCOCCCNC(=S)N1C2CCC1CC(NC(=O)NC1CCCCC1)C2 (stereo unspecified)	-11	10	-11	101	-4	103	103	-2
COc1cccc(-n2nc3c(=S)[nH]nc(C)c3c2C)c1	6	-2	10	99	3	99	109	12
Cc1cccc(C)c1OCC(=O)OCC(=O)Nc1ccc(Cl)cn1	2	-4	3	101	3	113	98	·
Cc1ccc(S(=O)(=O)N2[C@@H](c3ccc4c(c3)OCO4)C(C(=O)O)=C[C@H]2C(C)(C)C)cc1	·	3	2	90	-1	97	85	·
COc1cccc(-c2cc(C(=O)N/N=C/c3ccc(OC)c(COC(C)=O)c3)c3ccccc3n2)c1	1	1	3	96	54*	98	98	10
CCOc1ccc(S(=O)(=O)Nc2nc3ccccc3nc2N2CCN(C)CC2)cc1	14	-4	-5	102	12	105	101	-14
CC(=O)Oc1ccccc1C1C[C@]2(C)CC(=O)NC2N1C(C)=O (stereo partly specified)	14	0	4	103	-3	88	100	0
Cc1cccc(C(=O)Nc2cccc(C(=O)N/N=C/c3cccc(C)n3)c2)c1	-16	-4	20	105	-1	100	102	5
O=C(NC1CCCCC1)c1ccccc1NC(=S)NC(=O)C1CC1	7	-6	-3	101	5	90	100	2
O=C(Cn1cnc([N+](=O)[O-])n1)N/N=C/c1ccc(O)cc1O	13	-13	-14	99	4	101	103	5
CCOC(=O)C(C(=O)OCC)N(C#N)c1nc(OC)nc(N(C)C)n1	-1	7	8	95	-2	99	101	-1
CCCCN(C(=O)CSc1cc(C)c2ccccc2n1)c1c(N)n(Cc2ccccc2)c(=O)[nH]c1=O	-1	-2	10	96	2	95	100	-6
O=c1c2ccccc2nnn1Cc1ccc(Br)cc1	-8	0	-2	91	1	117	90	-4
Cc1ccc([N+](=O)[O-])cc1NC(=O)C(C)N1CCCCC1 (stereo unspecified)	7	9	2	49*[may fluoresce violet]	2	73[may fluoresce violet]	185*[may fluoresce violet]	4
O=C1NCCCC1C(=O)N1CCN(C(=O)c2ccco2)CC1 (stereo unspecified)	-10	1	-2	97	-1	93	102	2
COc1cc(C(=O)NCc2nnc(SCC(=O)NCCc3ccccc3)o2)cc(OC)c1OC	-16	-2	-3	98	-1	98	100	-2
COc1ccccc1OCc1nc(C#N)c(N2CC(C)CC(C)C2)o1 (stereo unspecified)	-20	9	-3	90	91*	92	117	0
CCOc1cc(C2C(C(=O)N3CCCCC3)=C(C)NC3=C2C(=O)CCC3)cc(Br)c1O (stereo unspecified)	13	16	-4	98	0	100	102	3
COc1ccc(Nc2nc(Cl)nc(NCc3ccco3)n2)cc1	-1	3	-4	85	9	86	86	-3
Cc1ccc(NC(=O)CSc2cccc3cccnc23)c(C)c1	-4	3	-8	100	11	101	101	-2
COc1cc(C(=O)Nc2ccc(C)cc2)c2ccccc2n1	3	-2	15	102	43	101	105	9
COc1ccccc1NC(=S)N1CCN(Cc2ccc3c(c2)OCO3)CC1	-3	0	-6	100	4	89	92	4
COc1ccc(N2CCN(Cc3cc(=O)oc4cc(-c5ccccc5)c(O)cc34)CC2)cc1	2	4	-4	102	7	104	99	-2

Screening data: PubChem, several laboratories

Outcome played no part in choosing rows. Share with any hit: about 3.8%.
